Screening data: PubChem, National Center for Advancing Translational Sciences (NCATS)
ALDH1A1 block – blocks purified human ALDH1A1 activity; Purified ALDH1A1, NADH fluorescence, propionaldehyde substrate; P00352; 220,000 compounds, 7.3% hits; Potency, µM (series often up to 75.3 µM), without a hit: top-dose activity, negative = inhibition, actives largely listed as inhibitors; active means well fitted inhibition curve with a large enough effect, not every such curve was filed as active; inconclusive means small, poorly fitted or top-dose-only effect, or another doubt; inactive means no such curve, though single readings can be large or run the other way;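 further: plate controls were no enzyme wells and a reference inhibitor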
TRb SRC2 PPI – inhibitors of human thyroid hormone receptor beta-SRC2 interaction | P10828 | TRbeta-SRC2 peptide binding, fluorescence polarization; receptor liganded with 1 µM T3 | Potency, µM (titrated, usually from 106 µM), for the others: at the top dose activity change, negative = inhibition, actives largely listed as inhibitors | 280,000 compounds, 0.065% hits;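 further: plate controls were bound peptide for no effect and peptide without receptor for full effect; nearly all actives have a fitted effect of over 50% in size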
Target sequence (P10828 whole entry, looked up): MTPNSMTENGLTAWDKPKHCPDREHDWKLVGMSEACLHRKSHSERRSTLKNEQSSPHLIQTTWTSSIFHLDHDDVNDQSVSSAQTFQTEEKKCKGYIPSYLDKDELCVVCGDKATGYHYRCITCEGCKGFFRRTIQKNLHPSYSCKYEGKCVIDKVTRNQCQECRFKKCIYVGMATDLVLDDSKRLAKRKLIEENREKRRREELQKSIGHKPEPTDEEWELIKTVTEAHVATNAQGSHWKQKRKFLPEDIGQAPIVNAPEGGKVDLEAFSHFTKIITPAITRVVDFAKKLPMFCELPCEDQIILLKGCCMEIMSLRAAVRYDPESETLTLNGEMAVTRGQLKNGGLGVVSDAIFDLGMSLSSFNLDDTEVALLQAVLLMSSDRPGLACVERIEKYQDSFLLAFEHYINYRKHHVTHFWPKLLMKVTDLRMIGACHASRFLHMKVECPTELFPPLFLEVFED
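Fluorescence polarization of 20 nM Texas Red SRC2 peptide (20-aa NR interaction domain) bound to 0.6 uM human TRb ligand-binding domain, with 1 uM T3, after 5 hr at ambient temperature; inhibition seen as decreased polarization.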
GoLoco inh red – RGS12 GoLoco-Gai1 interaction inhibition; Potency, µM (titrated, usually from 61.6 µM), inactives show at the top dose activity, negative = inhibition, most hits filed as inhibitors; P63096; 230,000 compounds, 0.44% hits; Gai1:RGS12 GoLoco peptide FP, rhodamine, 10 min; active means well fitted inhibition curve with a large enough effect, not every such curve was filed as active; inactive means no such curve, though single readings can be large or run the other way; further: on the % scale 0 is the no-effect control and ±100 the full control effect; nearly all actives have a fitted effect of over 30% in size; many of its hits are not listed in these tables
JMJD2E inh – inhibitors of human JMJD2E histone demethylase; 230,000 compounds, 1.6% hits; AID 2147; B2RXH2; Potency, µM (highest dose often 57.1 µM), without a hit: at the top dose activity change, negative = inhibition, most hits filed as inhibitors; JMJD2E catalytic domain, FDH-coupled NADH fluorescence (FDH is formaldehyde dehydrogenase); active means well fitted inhibition curve with a large enough effect, not every such curve was filed as active; inconclusive means small, poorly fitted or top-dose-only effect, or another doubt; inactive means no such curve, though single readings can be large or run the other way;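 further: 0% = wells with enzyme and -100% = buffer wells without enzyme; nearly all actives have a fitted effect of over 50% in size; many of its hits are not listed in these tables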
Target sequence (B2RXH2 1-337 limits assumed): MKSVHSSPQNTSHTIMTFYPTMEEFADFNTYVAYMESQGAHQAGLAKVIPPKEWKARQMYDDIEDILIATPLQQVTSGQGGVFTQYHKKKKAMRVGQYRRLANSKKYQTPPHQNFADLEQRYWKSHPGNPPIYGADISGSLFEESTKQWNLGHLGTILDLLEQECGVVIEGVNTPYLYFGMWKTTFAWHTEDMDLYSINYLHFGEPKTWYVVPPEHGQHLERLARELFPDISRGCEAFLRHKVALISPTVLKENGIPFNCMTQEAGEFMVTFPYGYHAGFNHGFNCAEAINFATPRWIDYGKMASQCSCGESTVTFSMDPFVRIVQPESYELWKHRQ
SMN2 splice enh – increases expression of the SMN2 splice variant. HEK293 SMN2-luciferase splicing reporter, luminescence, 30-36 h. Potency, µM (highest dose often 46.1 µM), inactives show at the top dose activity change, positive = activation, actives largely listed as activators. 210,000 compounds, 2.8% hits; further: % of control where 0% means no effect; nearly all actives have a fitted effect of over 55% in size
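HEK293 cells carry an SMN2 minigene-luciferase reporter in which exon 7 inclusion puts luciferase in frame. Cells were seeded at 2000 cells/well, attached for 10-12 hours, then exposed to compounds for 30-36 hours at 37C before ONE-Glo luminescence.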
RECQ1 helicase – inhibitors of human RECQ1 DNA helicase; RECQ1 DNA unwinding, red fluorescence kinetic read; Potency, µM (series often up to 57.3 µM), for inactives: at the highest dose activity, negative = inhibition, hits mostly inhibitors; 240,000 compounds, 0.54% hits; P46063; AID 2549;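 further: plate controls were vehicle for no effect and no enzyme for full effect; nearly all actives have a fitted effect of over 30% in size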
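RECQ1T1 50 nM; forked duplex (20 bp + 30-nt ss tails) 200 nM, ATP 2 mM final; pH 8.0, 2 mM MgCl2, 2.5 ug/ml poly(dI-dC); 15 min compound preincubation; discontinuous kinetic read over 2 h at RT.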
Lamin A splicing – LMNA splicing modulation; HeLa LMNA splicing GFP/RFP minigene ratio, 48 h; Potency, µM (highest dose often 46.1 µM), inactives show top-dose ratio change, negative = inhibition, actives largely listed as inhibitors; 200,000 compounds, 0.01% hits; AID 1487; active means well fitted inhibition curve with a large enough effect in the signal ratio, with a control signal flat, not every such curve was filed as active; inconclusive means small, poorly fitted or top-dose-only effect, or effect the other way, or a change in a side signal; the % refers to the signal ratio; further: on the % scale 0 is the no-effect control and ±100 the full control effect
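S3 HeLa stable clones carrying a lamin A-EGFP splicing minigene plus DsRed2 were seeded at 600 cells/well in Opti-MEM with 2% FBS, pin-dosed and incubated 48 h at 37°C. Acumen cytometry (488 nm) gave the GFP/RFP total-intensity ratio.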
TR SRC2 fluor cs – alters Texas Red total fluorescence, flagging assay interference; TRb/SRC2 Texas Red total fluorescence interference; Potency, µM (doses to about 106 µM), for the others: at the top dose fluorescence change, negative = quenching; 280,000 compounds, 0.29% hits; AID 1479; active means well fitted curve in either direction with a large enough effect; inconclusive means small, poorly fitted or top-dose-only effect; further: on the % scale 0 is the no-effect control and ±100 the full control effect
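Human TRb ligand-binding domain at 0.6 uM with 20 nM Texas Red SRC2 peptide in Tris buffer containing 1 uM T3 and 5% DMSO, incubated with compound 5 h at ambient temperature. Total fluorescence (555/632 nm) calculated as parallel + 2 × perpendicular.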
Active calls of the source: *; i = inactive; u = inconclusive; x = no result given; [ ] = dose if it differs, or a comment. Unless noted, the call rests on the fitted dose curve; in most records, active means well fitted curve in the direction sought with a large enough effect; inconclusive means small, poorly fitted or top-dose-only effect, or another doubt; inactive means no such curve, though single readings can be large; an effect the other way counts as inactive or inconclusive. Potency means the concentration at half of the fitted maximal effect.

entry	compound	SMN2 splice enh	TR SRC2 fluor cs	GoLoco inh red	JMJD2E inh	Lamin A splicing	ALDH1A1 block	TRb SRC2 PPI	RECQ1 helicase
1	COc1cccc(OCCn2cc(C(=O)c3ccco3)c3ccccc32)c1	-9.9%	2.4%	15.7%	u	u	22.4µM*	-5.7%	-29.2%
2	Cc1cc(CNC(=O)c2ccc3c(c2)OCO3)c2ccccc2n1	-36.5%[inhibitor]	-3.0%	0.5%	u	u	u	-0.9%	i
3	CCOC(=O)c1[nH]c(C)c(C(=O)N2CCN(c3cccc(Cl)c3)CC2)c1C	-22.6%	-0.5%	11.2%	0.1%	u	u	2.4%	-1.5%
4	CCOC(=O)/C=C1\SCC(=O)N1CC(=O)NC12CC3CC(CC(C3)C1)C2	-10.1%	2.1%	4.3%	2.5%	4.0%	-2.9%	-1.6%	i
5	COC(=O)c1ccccc1NC(=O)c1cnn2cccnc12	-7.6%	-0.5%	-2.5%	-10.2%	u	2.0%	1.8%	i
6	O=C(NC1CCCCC1)C1Cc2ccccc2CN1S(=O)(=O)c1ccc(F)cc1 (stereo not given)	-17.1%	-1.4%	4.3%	-2.7%	-7.4%	4.7%	0.7%	-7.1%
7	CCCOC(=O)CSc1nnc(-c2cc(OC)c(OC)c(OC)c2)o1	6.8%	0.0%	-0.5%	1.9%	2.1%	2.8%	-0.4%	-3.2%
8	Cc1ccc(NC(=O)Cc2ncc(C(F)(F)F)cc2Cl)cc1Cl	1.0%	-5.3%	0.9%	-2.6%	5.5%	-2.9%	-3.4%	-12.4%
9	Cc1ccc(NC(=O)CN(C)C(=O)CSc2ncc(C(F)(F)F)cc2Cl)cc1	-7.1%	-0.4%	4.5%	4.5%	-4.4%	-2.7%	6.6%	-9.5%
10	CCOC(=O)c1cc(-c2ccco2)nn1-c1ccc(C)cc1	0.8%	1.1%	19.6%	-13.4%	-22.1%[46 µM]	14.1µM*	-2.7%	-7.9%
11	O=C(CNC(=O)OCc1ccccc1)NC1CCCCCCC1	x	-4.1%	-10.9%	0.5%	u	u	-2.2%	-6.7%
12	COC(=O)C1=C(C)N(Cc2ccco2)C(=O)N[C@@H]1c1ccccc1	-28.0%	-0.9%	-3.4%	2.3%	u	u	-4.4%	-5.9%
13	COc1cc(NC(=O)COc2ccccc2)c(OC)cc1NC(C)=O	18.9%	-1.6%	9.7%	-3.6%	5.1%[46 µM]	-5.4%	7.2%	i
14	Cc1cnc(NC(=O)CCNC(=O)c2ccc([N+](=O)[O-])cc2)s1	4.9%	-2.4%	8.0%	2.3%	-8.7%[46 µM]	6.0%	4.7%	i
15	CCn1c(SCc2nc(N)nc(N3CCCCC3)n2)nc2c1c(=O)n(C)c(=O)n2C	-8.4%[1.84 µM]	-1.7%	9.3%	9.0%	-8.3%	13.5%	-4.6%	-2.4%
16	COc1ccc(C(CNC(=O)c2cc3ccccc3o2)N2CCCCC2)cc1 (stereo not given)	-0.1%	-0.4%	3.5%	-1.1%	x	-1.6%	-0.9%	-1.0%
17	CN(C)c1ccc(C(=S)N2CCN(C(=S)Nc3cccc4ccccc34)CC2)cc1	15.5%	0.1%	6.1%	0.7%	x	15.8µM*	1.0%	-2.8%
18	Cc1ccc(C(=O)N2CCCC(CCC(=O)N3CCN(c4ccccn4)CC3)C2)s1 (stereo not given)	x	5.4%	-9.6%	u	u	u	5.7%	i
19	COc1ccc(C(=O)CNc2ccccc2C#N)cc1	3.9%	-4.7%	15.4%	-5.2%	-7.8%[9.22 µM]	u	2.1%	0.0%
20	Cc1ccc(CNC(=O)COc2ccccc2-c2ccccc2)cc1	-2.5%	1.9%	15.1%	7.6%	u	-10.2%	-3.4%	i

(listing goes on)
entry	compound	SMN2 splice enh	TR SRC2 fluor cs	GoLoco inh red	JMJD2E inh	Lamin A splicing	ALDH1A1 block	TRb SRC2 PPI	RECQ1 helicase
21	CN1CCCN(C(=O)CC2(CC(=O)O)CCCC2)CC1	6.3%	2.2%	4.4%	10.0%	-1.1%[46 µM]	0.1%	6.7%	-0.6%
22	COC(=O)c1ccc(OCC2c3cc(OC)c(OC)cc3CCN2C(=O)c2ccco2)cc1 (stereo not given)	-20.7%	-2.7%	-2.2%	4.0%	-16.7%	-2.4%	-1.0%	-18.2%
23	CSc1nnc(-c2ccc(NC(N)=S)cc2)o1	x	-4.3%	3.2%	0.1%	-6.2%[46 µM]	u	-7.8%	-1.4%
24	COc1cc(C(=O)NCc2nnc(SCC(=O)NCc3ccccc3)o2)cc(OC)c1OC	-17.1%	-3.3%	8.5%	0.4%	2.6%	3.0%	7.6%	-1.0%
25	O=C(CN(c1ccccc1)S(=O)(=O)c1ccccc1)N/N=C/c1ccc(OC2CSC2)cc1	-6.0%	-2.8%	1.3%	5.8%	-4.4%	0.5%	-4.5%	7.5%
26	COc1ccc(CC(=O)NNC(=S)Nc2ccc(Br)cc2)cc1	-16.5%	-3.9%	11.1%	-1.0%	4.9%	17.8µM*	-0.7%	-2.9%
27	O=C(Cc1ccc(Cl)cc1)Nc1ccc(S(=O)(=O)Nc2cnc3ccccc3n2)cc1	-8.2%	0.6%	13.6%	u	u	-8.7%	2.9%	i
28	Cc1ccc(NC(=O)C2COc3ccccc3O2)nc1 (stereo not given)	-5.8%	2.3%	-1.8%	4.5%	5.1%	-4.0%	-4.8%	i
29	COc1ccc(-c2nc3cnc(N4CCN(C)CC4)nc3n(C3CC3)c2=O)cc1	x	x	2.6%	x	-9.0%	u	x	-0.8%
30	CC(Nc1ccc(Cl)c(Cl)c1)C(=O)NN (stereo not given)	x	-5.7%	-3.6%	7.6%	x	x	0.7%	-9.3%
31	Cc1onc(-c2ccccc2)c1-c1nc2ccccc2c(=O)o1	-8.3%	0.1%	0.9%	-2.2%	6.7%	3.3%	-3.1%	i
32	CCN(CC)CCn1c(NCc2cc(OC)ccc2OC)nc2ccccc21	-6.5%	-5.2%	146.2%[activator]	u	u	-0.1%	-6.4%	0.9%
33	CCN(CC)CCCNC(=O)CSc1nc(-c2ccc(F)cc2)cc(C(F)(F)F)n1	x	3.0%	-0.5%	3.5%	3.8%[46 µM]	2.6%	-2.2%	9.5%
34	Cc1ccc2c(CN3CCN(CCO)CC3)cc(=O)oc2c1C	3.9%	-2.0%	-7.2%	u	1.1%	-13.1%	-16.2%	11.2%
35	COc1ccc(/C=N\N=C2/SC(CC(=O)O)C(=O)N2c2ccc(O)cc2)cc1 (stereo not given)	x	-1.9%	x	-0.5%	5.6%	2.6%	1.1%	-4.9%
36	CSc1cc(-c2ccccc2)n(C)c(=O)c1C#N	-7.4%	3.7%	3.0%	-11.4%	-30.6%[9.22 µM]	u	4.9%	-8.1%
37	N#Cc1c(-c2ccc(Cl)cc2)nc2n(c1=O)CCCS2	-18.3%	2.8%	13.2%	-14.9%	4.1%	u	-4.2%	-6.2%
38	CC(C)CNC(=O)Cn1c(=O)c2c(ncn2CC(C)C)n(Cc2ccccc2)c1=O	10.9%	-0.6%	1.1%	0.5%	x	1.3%	5.2%	-6.5%
39	O=C(CSc1nc2ccccc2c(=O)n1-c1ccccc1)NCc1ccc2c(c1)OCO2	-15.1%	1.1%	5.1%	0.8%	9.1%	u	-21.7%	-16.6%
40	COc1ccc(OC)c(NC2=NC3(CCCCC3)N=C(N)N2)c1	u	-2.7%	5.3%	3.4%	-0.4%	1.8%	-1.5%	-2.7%

(cont.)
entry	compound	SMN2 splice enh	TR SRC2 fluor cs	GoLoco inh red	JMJD2E inh	Lamin A splicing	ALDH1A1 block	TRb SRC2 PPI	RECQ1 helicase
41	O=C(NC1CCCCC1)C(c1ccc2ncccc2c1)N(Cc1ccccc1)C(=O)c1ccc2c(c1)OCCO2 (stereo not given)	-16.3%	-0.3%	5.2%	3.3%	-18.2%	u	0.8%	-3.0%
42	COc1cc(OC)c(OC)cc1CN1CCN(S(=O)(=O)c2ccc(F)cc2)CC1	-13.8%	4.4%	2.7%	-24.4%	-12.2%	2.3%	-1.1%	-0.6%
43	C/C(=N\Nc1nc(C)cc(C)n1)c1ccc(N2CCOCC2)cc1	-11.5%	-2.7%	14.5%	15.3%	-26.6%[46 µM]	-0.4%	-2.6%	-0.5%
44	O=C(NC(=S)Nc1ccccn1)c1ccco1	10µM*	u	-3.2%	3.7%	u	9.2%	-7.9%	-6.5%
45	CC(C)(C)CC(C)(C)NC(=O)/C=C/C(=O)O	x	-5.7%	0.6%	9.3%	x	x	-2.7%	-6.4%
46	O=C(O)CC(CC(=O)Nc1ccc2ccccc2n1)c1ccccc1 (stereo not given)	x	-1.2%	4.1%	2.2%	8.2%[46 µM]	13.9%	5.9%	i
47	COc1ccc(C(=S)N2CCN(C)CC2)cc1	-2.3%	0.7%	1.9%	-0.4%	15.0%	-9.6%	0.3%	0.1%
48	CC(C)(C)NC(=O)CN(C(=O)CN1C(=O)C(=O)c2ccccc21)C(C)(C)C	5.5%	4.0%	-0.1%	3.2%	x	0.126µM*	-1.8%	i
49	COC(=O)c1ccc(NC(=O)CN(Cc2ccc(Cl)cc2)S(C)(=O)=O)cc1	-9.5%	-1.2%	7.0%	-4.7%	14.7%	-15.9%	5.9%	-4.6%
50	Cc1ccc(C2=NNC(=O)C(P(=O)(c3ccccc3)c3ccccc3)C2)cc1 (stereo not given)	4.2%	-2.1%	-11.1%	-4.3%	-13.1%[9.22 µM]	10.8%	-0.9%	-8.3%
51	CCc1cccc(N=c2c([N+](=O)[O-])nn(-c3ccc4c(c3)OCCO4)n2O)c1	-20.1%	-1.5%	-0.2%	-6.9%	-1.8%[9.22 µM]	-11.6%	9.6%	-11.2%
52	CCSc1ncc(/C=N/Nc2ccc([N+](=O)[O-])cc2)n1C	u	-9.4%	35.1%[activator]	-6.0%	3.3%	4.6%	0.9%	i

An excerpt; the hit share may differ from the screen's.
